MrgX1 antag: antagonists of human MrgX1 receptor, primary screen, HEK293 cells, Fluo-4 calcium flux. Mas-related G-protein coupled receptor member X1 (Homo sapiens), Q96LB2. BAM8-22 antagonism; stronger effect = lower value. B-score at 10 µM. 310,000 tested, 1.3% active. AID 588676, 2011;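 active = calcium-response B-score plate-corrected more than 3 library SD below zero, starting fluorescence within 5 deviations, no agonist response on first addition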;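 note: peak minus trough fluorescence over baseline after final BAM8-22 challenge near maximal dose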
AI-2 QS modul: Vibrio harveyi AI-2 quorum sensing modulators, primary screen, JMH597 strain, luminescence/OD600 ratio. 300,000 tested, 0.4% active. Vibrio harveyi JMH597 AI-2 luminescence/OD600 ratio, 9 h; stronger effect = lower value; strain lacks LuxN and CqsS sensors; 0 = neutral-control median. activity change, % at 7.5 µM; in the data active = activity change below about -75%, passing the limit was not always enough; inconclusive = no clear call, values can overlap the other calls;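 note: luminescence divided by OD600 gain over 9 h not by final OD600 alone; inactives centre near 13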
TRPC4 agonist: activators of mouse TRPC4 channel, primary screen, Fluo4 calcium, HEK293 TRPC4beta/mu-opioid cells; B-score at 10 µM; 310,000 tested, 0.49% active; Short transient receptor potential channel 4 (Mus musculus), Q9QUQ5; Fluo4 calcium fluorescence; stronger effect = higher value;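 active = B-score above 5 SD of library B-scores, and initial fluorescence ratio not above library mean plus 5 SD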;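 note: positive B-score marks a calcium rise read as TRPC4 activation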
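System: HEK293 cells stably co-expressing mouse TRPC4beta and mu-opioid receptor; Schedule: Fluo4 dye loading 45 min at room temperature, 110 s recording; Detection: Fluo4 fluorescence, kinetic; Evaluation: B-scored integrated calcium fluorescence ratio; Controls: buffer (low) and maximal DAMGO (high).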
MrgX1 agonist: agonists of human MrgX1 receptor, primary screen, HEK293 cells, Fluo-4 calcium flux; Fluo-4 calcium fluorescence, agonist mode; stronger effect = higher value; 310,000 tested, 0.44% active; Mas-related G-protein coupled receptor member X1 (Homo sapiens), Q96LB2; B-score at 10 µM;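 active = calcium response B-score plate-corrected fluorescence ratio at least 3 library SD, with starting fluorescence B-score inside 5 SD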
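System – MrgX1-expressing HEK293 cells · Incubation – cells plated overnight, dye loaded 0.5 h 37 °C, 0.5 h room temperature · Technique – kinetic Fluo-4 NW fluorescence of intracellular calcium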
PolyA inhibitor: polyadenylation inhibitors in yeast reporter cells, primary screen, luminescence, S. cerevisiae; S. cerevisiae SKY197-pL101 polyadenylation reporter, beta-gal luminescence; efflux-impaired pdr1/pdr3 knockout yeast; score 100 = 6 SD above DMSO; AID 1875, 2009; calls only at 12 µM; 300,000 tested, 0.02% active;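 active = lowest replicate activity score at least 50, where 100 means six control SD above control mean; inconclusive = lowest score under 50 but half or more replicates reach 50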;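 note: yeast exposed to compound for 9 h at 30 °C; higher score means more reporter readthrough which indicates perturbed polyadenylation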
TRPC6 inh: mouse TRPC6 channel inhibitors, primary screen, cell-based, HEK293, membrane potential dye; 310,000 tested, 1.1% active; ACh-evoked depolarization; stronger effect = lower value; B-score at 10 µM; AID 2553, 2010;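 active = B-score under library mean minus 3 SD, initial fluorescence not abnormally high, positive integrated signal ratio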;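 note: B-score derived from integrated fluorescence ratio over the kinetic read; more negative B-score means stronger inhibition of depolarization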
Target sequence (Q61143 whole entry, looked up): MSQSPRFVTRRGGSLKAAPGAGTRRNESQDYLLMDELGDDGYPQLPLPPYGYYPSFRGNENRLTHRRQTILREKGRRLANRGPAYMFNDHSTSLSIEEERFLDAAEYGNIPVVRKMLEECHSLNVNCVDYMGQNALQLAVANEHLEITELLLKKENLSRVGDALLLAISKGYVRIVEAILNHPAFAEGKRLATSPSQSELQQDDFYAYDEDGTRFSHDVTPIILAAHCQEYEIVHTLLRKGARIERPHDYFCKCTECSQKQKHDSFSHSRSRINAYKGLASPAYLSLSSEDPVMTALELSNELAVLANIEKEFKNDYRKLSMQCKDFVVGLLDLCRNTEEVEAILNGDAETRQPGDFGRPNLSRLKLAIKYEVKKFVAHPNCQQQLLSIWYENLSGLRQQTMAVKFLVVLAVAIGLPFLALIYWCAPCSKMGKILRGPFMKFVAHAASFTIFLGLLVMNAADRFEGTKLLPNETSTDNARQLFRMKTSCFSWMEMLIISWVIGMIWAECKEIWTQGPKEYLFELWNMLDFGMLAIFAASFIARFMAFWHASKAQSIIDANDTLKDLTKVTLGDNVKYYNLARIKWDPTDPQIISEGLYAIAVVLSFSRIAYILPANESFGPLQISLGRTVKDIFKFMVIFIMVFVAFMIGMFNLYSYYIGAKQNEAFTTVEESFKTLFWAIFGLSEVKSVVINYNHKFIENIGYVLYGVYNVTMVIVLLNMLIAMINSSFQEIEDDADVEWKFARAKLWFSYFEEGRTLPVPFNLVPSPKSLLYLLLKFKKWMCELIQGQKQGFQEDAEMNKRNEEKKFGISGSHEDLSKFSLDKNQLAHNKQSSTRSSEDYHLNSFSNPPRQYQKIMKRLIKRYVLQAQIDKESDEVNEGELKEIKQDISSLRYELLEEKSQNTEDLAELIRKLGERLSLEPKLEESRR
TRPC6 activator: mouse TRPC6 channel activators, primary screen, cell-based, HEK293, membrane potential dye; Short transient receptor potential channel 6 (Mus musculus), Q61143; HEK293-TRPC6 membrane potential dye fluorescence; stronger effect = higher value; B-score at 10 µM; 310,000 tested, 0.13% active;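 active = B-score of the integrated fluorescence ratio above library mean plus 3 SD, and starting fluorescence ratio within library mean plus 5 SD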;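 note: higher score means more depolarization so channel activation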
TRPC4 potent: positive allosteric modulators of TRPC4, primary screen, cell-based, mouse TRPC4beta, HEK293 mu-opioid, Fluo-4 calcium | Short transient receptor potential channel 4 (Mus musculus), Q9QUQ5 | 310,000 tested, 0.42% active | AID 2227, 2009 | B-score at 10 µM | DAMGO EC20, Fluo-4 Ca2+ flux; stronger effect = higher value;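 active = B-score of calcium response area above 5 SD of library B-scores, with initial fluorescence ratio within 5 SD of library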;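 note: B-score of integrated fluorescence ratio over time as area under calcium response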
MrgX1 allo act: positive allosteric modulators of MrgX1, primary screen, HEK293 cells, Fluo-4 calcium flux; Mas-related G-protein coupled receptor member X1 (Homo sapiens), Q96LB2; FDSS; stronger effect = higher value; B-score at 10 µM; 310,000 tested, 0.63% active; AID 588675, 2011;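 active = plate-corrected calcium response at least 3 library SD above typical, normal starting fluorescence, not activating the receptor alone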;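 note: compound read alongside a low EC10 to EC30 dose of BAM8-22 agonist; peak minus trough fluorescence over baseline measured at the second addition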
HIF act: HIF pathway transcriptional activators, primary screen, cell-based, U2OS HRE-luciferase, luminescence | U2OS HRE-luciferase reporter; normalized: DMSO 0%, desferrioxamine 100% | activation, % at 7.5 µM (by protocol) | 300,000 tested, 0.32% active | AID 1910, 2009;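 active = mean activation of at least 10% of the iron chelator positive control signal, with at least half of replicates also reaching 10%; inconclusive = mean and replicate majority disagree about reaching 10%; inactive = mean and most replicates under 10%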
TRPC4 inh: inhibitors of mouse TRPC4 channel, primary screen, Fluo4 calcium, HEK293 TRPC4beta/mu-opioid cells; B-score at 10 µM; 300,000 tested, 0.39% active; Short transient receptor potential channel 4 (Mus musculus), Q9QUQ5; DAMGO-evoked Fluo4 calcium flux; stronger effect = lower value;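 active = B-score over 3 SD under the library average, no early fluorescence shift, positive overall ratio signal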
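Assay system: Stable TRPC4beta/mu-opioid receptor HEK293 cells | Reagent: DAMGO in two steps, submaximal then maximal | Compound dosing: Single concentration per test compound | Signal: Fluo4 Ca2+ flux fluorescence | Evaluation: Per-well B score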
* hit, by the source's call; i = inactive; ? = inconclusive; · = not tested or not shown.

canonical_smiles,MrgX1 antag,AI-2 QS modul,TRPC4 agonist,MrgX1 agonist,PolyA inhibitor,TRPC6 inh,TRPC6 activator,TRPC4 potent,MrgX1 allo act,HIF act,TRPC4 inh
Cc1ccc(S(=O)(=O)N2CCOCC2)cc1NC(=O)C(c1ccc(Cl)cc1)C(C)C (stereo not drawn),i,7,i,i,i,i,i,i,i,-0.1,i
COc1cccc(NC(=O)N2CCCC2C(=O)NCc2ccccc2F)c1 (stereo not drawn),i,20,i,i,i,i,i,i,i,0.5,i
CCC(NC(=O)OCc1ccccc1)C(=O)Oc1ccc2ccc(=O)oc2c1 (stereo not drawn),i,31,i,i,i,i,i,i,i,-5.2,i
COC(=O)C1=C(C)N(Cc2ccccc2)C(=S)N[C@H]1c1ccccc1,i,18,i,i,i,i,i,i,i,0.2,-6*
CC1=C(C(=O)OCC(C)C)C(c2ccc(F)cc2)NC(=O)N1 (stereo not drawn),i,-8,i,i,i,i,i,i,i,·,i
CC(C)(C)OC(=O)NCCc1nnc(SCc2ccccc2)o1,i,34,i,i,i,i,i,i,i,0.3,i
O=S(=O)([O-])C/C(=C\c1ccc(Cl)cc1)c1cc[n+](CCO)cc1,i,3,i,i,i,i,i,i,i,-0.3,i
COC(=O)c1ccc(C(c2c(C)[nH][nH]c2=O)c2c(C)[nH][nH]c2=O)cc1,i,25,i,i,i,i,i,i,i,-7.0,i
CCOC(=O)c1[nH]c2ccc(Br)cc2c1NC(=O)CCN1CCC(C)CC1,i,28,i,i,i,i,i,i,i,0.6,i
O=C(CSc1nnc(CNc2cccc(Cl)c2)o1)OC1CCCCC1,i,23,i,i,i,i,i,i,i,-0.2,i
Cc1ccc(/C=C(/NC(=O)c2ccccc2)C(=O)NC(Cc2c[nH]c3ccccc23)C(=O)O)cc1 (stereo not drawn),i,11,i,i,i,i,i,i,i,0.4,i
CC(=O)Nc1cccc(NC(=O)CS(=O)(=O)c2cn(CC(=O)N3CCOCC3)c3ccccc23)c1,i,23,i,i,i,i,i,i,i,?,i
Fc1cccc(Cl)c1/C=N/Nc1ccccn1,i,24,i,i,i,i,i,i,i,2.6,i
O=c1cc(-c2ccccc2O)nc(-c2ccccc2)[nH]1,i,11,i,i,i,i,i,i,i,-0.2,i
O=C(C(=O)N1CCc2ccccc2C1)N1CCc2ccccc2C1,i,22,i,i,i,i,i,i,i,-0.3,i
CSc1ccc(CCNC(=O)C2CCCN(c3nn4c(=O)cc(C)nc4s3)C2)cc1 (stereo not drawn),i,5,i,i,i,i,i,i,i,-0.6,i
CC1=C(C(=O)Nc2ccc([N+](=O)[O-])cc2)C(c2cccc(C(F)(F)F)c2)NC(=S)N1c1ccccc1 (stereo not drawn),i,39,i,i,i,i,i,i,i,0.2,i
CCc1ccc(CNC(=O)C2CCCN(c3nc4ccccc4o3)C2)cc1 (stereo not drawn),i,13,i,i,i,i,i,i,i,0.4,i
COC(=O)CN1C(=O)Nc2ccc(Br)cc2C1c1ccccc1Cl (stereo not drawn),i,12,i,i,i,i,i,i,i,-0.2,i
COc1cc(CNCc2cccnc2)ccc1OCC(=O)NC(C)(C)C,i,-3,i,i,i,i,i,i,i,0.3,i
COC(=O)c1cccc(Nc2nc(-c3ccncc3)nc3ccccc23)c1,i,12,i,i,i,i,i,i,i,0.1,i
Cc1cc(=O)oc(C)c1C(=O)N1CCc2c([nH]c3ccccc23)C1C(C)C (stereo not drawn),i,14,i,i,i,i,i,i,i,-0.4,i
CCn1nc(NC(=O)COC)c2cc3cc(C)ccc3nc21,i,15,i,i,i,i,i,i,i,-0.1,i
OC(COc1c(F)cc(Br)cc1F)CN1CCOCC1 (stereo not drawn),i,23,i,i,i,i,i,i,i,0.8,i
CSc1ccccc1NC(=O)C(C)N1C(=O)c2ccccc2S1(=O)=O (stereo not drawn),i,-4,i,i,i,i,i,i,i,2.7,i
COc1ccc(NC(=S)NCc2ccccc2)c(OC)c1,i,1,i,i,i,i,i,i,i,1.3,i
CCN(CC)S(=O)(=O)c1ccc(NC(=S)NC(=O)C(C)C)cc1,i,18,i,i,i,i,i,i,i,1.2,i
CCCCN(C(=O)c1cc(OC)c(OC)c(OC)c1)C1=CC2CCC(C1)N2C (stereo not drawn),i,14,i,i,i,i,i,i,i,0.0,i
CCOc1ccc(N(CC(=O)Nc2ccc(C)cc2C)S(C)(=O)=O)cc1,i,31,i,i,i,i,i,i,i,0.7,i
COc1ccc(CCN(Cc2cc3cccc(C)c3n3nnnc23)C(=O)c2ccncc2)cc1OC,i,8,i,i,i,i,i,i,i,0.0,i
O=C(O)c1ccccc1C(=O)OCCCc1ccncc1,i,13,i,i,i,i,i,i,i,1.6,i
CC(/C=N/n1c(-c2ccc(Cl)cc2)n[nH]c1=S)=C\c1ccco1,i,33,i,i,i,i,i,i,i,0.4,i
CCOC(=O)Cn1c(=NC(=O)C(C)C)sc2c(C)cc(C)cc21,i,9,i,i,i,i,i,i,i,-0.7,i
CC1CCCC/C1=N/Nc1ccc([N+](=O)[O-])cc1[N+](=O)[O-] (stereo not drawn),i,17,i,i,i,i,i,i,i,-0.1,i
CCCS(=O)(=O)Nc1c(C(=O)O)[nH]c2ccc(OC)cc12,i,11,i,i,i,i,i,i,i,0.0,i
COc1ccc(-c2cc(-c3cccs3)c(C#N)c(SCC(=O)NCc3ccccc3)n2)cc1,i,9,i,i,i,i,i,i,i,-32,i
Cc1cc(NC(=O)Nc2ccccc2[N+](=O)[O-])n(C)n1,i,12,i,i,i,i,i,i,i,-0.4,i
CN1CCSc2ccc(C(=O)NCc3ccccc3)cc21,i,21,i,i,i,i,i,i,i,1.1,i
COC(=O)[C@@H]1C[C@@H]2CC[C@@H](O)C[C@@H]2N1Cc1ccc(C(F)(F)F)cc1,i,13,i,i,i,i,i,i,i,1.3,i
O=C1C(Nc2ccccc2)=C2CCCC=C2N1c1ccccc1,i,18,i,i,i,i,i,i,i,1.1,i
O=C1CCCN2N=C(SCC(=O)Nc3ccc(Cl)cc3)SC2=N1,i,6,i,i,i,i,i,i,i,0.3,i
COc1ccc(S(=O)(=O)NCc2ccc3c(c2)OCO3)cc1C(=O)O,i,26,i,i,i,i,i,i,i,-0.3,i
COc1ccc([C@H]2/C=C\CN(C(=O)C3CC3)[C@@H](C)C(=O)N2Cc2ccc(F)cc2)cc1,i,22,i,i,i,i,i,i,i,-0.4,i
COc1ccc(N2CCN(C(=O)c3ccncc3)CC2)cc1,i,7,i,i,i,i,i,i,i,-0.5,i
C#CCOCCOCCOCCNc1nc(N2CCN(C(=O)[C@H](CCCCN)n3cc([C@@H](N)CC(C)C)nn3)CC2)nc(N2CCN(C(=O)[C@H](CCCCN)n3cc([C@@H](N)CC(C)C)nn3)CC2)n1,i,14,i,i,i,i,i,i,i,-4.8,i
Cc1ccc(NC(=O)C2C3CCC(O3)C2C(=O)O)cc1C (stereo not drawn),i,51,i,i,i,i,i,i,i,-24,i
Cc1cccc(NC(=S)NC2CCCC2)c1,i,25,i,i,i,i,i,i,i,0.9,i
Cc1c(NC(=S)Nc2cccc(Cl)c2)c(=O)n(-c2ccccc2)n1C,i,14,i,i,i,i,i,i,i,-0.8,i
COc1ccc(NC(=O)CN2CCCC2)cc1,i,22,i,i,i,i,i,i,i,-5.4,i
COc1ccc(NS(=O)(=O)c2cccc(C(=O)NNC(=O)c3cc(C)oc3C)c2)cc1,i,12,i,i,i,i,i,i,i,-0.3,i
O=C(C1=C[C@H](c2ccc3c(c2)OCO3)C[C@H](OCc2ccc(CO)cc2)O1)N1CCOCC1,i,14,i,i,i,i,i,i,i,1.7,i
C=CCn1c(SCC(=O)Nc2cc(C)ccc2OC)nnc1-c1ccco1,i,42,i,i,i,i,i,i,i,-0.3,i
COc1ccc(C(=O)NCCNC(=O)c2cnccn2)cc1OC,i,5,i,i,i,i,i,i,i,0.0,i
Cc1ccc(CN2CCN(/N=C/c3ccco3)CC2)c(C)c1,i,12,i,i,i,i,i,i,i,1.2,i
Cn1nnnc1SCc1cc(=O)n2ccsc2n1,i,14,i,i,i,i,i,i,i,·,i
COc1cccc2[nH]c3c(N4CCN(Cc5ccc6c(c5)OCO6)CC4)ncnc3c12,i,13,i,i,i,-6.7*,i,i,i,0.6,i
CCOC(=O)C1(CCc2ccccc2)CCN(C(=O)CN2CCOC2=O)CC1,i,41,i,i,i,i,i,i,i,2.7,i

Source: PubChem

This is a subset; the hit share may differ from the screen's.
